Source: PubChem BioAssay
SDO1 yeast rescue: restores growth of sdo1-depleted yeast. z-score at 10 µM. S. cerevisiae sdo1-depleted JHY4D growth rescue, OD600 30 h; active compounds read high; pdr5 snq2 efflux-pump mutant strain. 140,000 compounds, 0.21% hits. AID 817;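 active = z-score above 3 at both the 24 hr and the 30 hr optical density reads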;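 note: z-score against mean and SD of all compound wells on the same plate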
INS promoter inh: TRM-6 insulin promoter activity inhibition | inhibition, % at 2 µM | 130,000 compounds, 0.9% hits | TRM-6 cells (human fetal islet line), insulin promoter-eGFP reporter, imaging; reporter expression induced with tamoxifen;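 active = inhibition above the mean plus 3 SD, with well images judged a real hit on visual review, cut at about 60% in these data, passing the limit was not always enough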
SDO1 yeast rescue Rescue 24 h: further read-out of SDO1 yeast rescue, marked with its call; z-score; S. cerevisiae sdo1-depleted JHY4D growth rescue, OD600; measured here: growth rescue at 24 h;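 0 is the plate mean of compound wells and units are plate SD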
Numbers without * were called inactive; . = no result given. An unsorted share of the library; overall some 0.92% were active at least once.

SMILES | SDO1 yeast rescue | SDO1 yeast rescue Rescue 24 h | INS promoter inh
COc1ccc(CCNC(=O)/C=C/c2ccc(C)cc2)cc1OC | 0.16 | -0.21 | 6
O=C(CCN1C(=O)C2C3C=CC(C3)C2C1=O)NCC1CCCO1 (configuration not stated) | 0.06 | -0.39 | 46
COC(=O)c1ccc(N2CCOCC2)c(NC(=O)Nc2cccc(OC)c2)c1 | 0.76 | 0.43 | .
CCOC(CNC(=O)c1ccc(CNC(=O)c2ccc(OC)c(OC)c2)cc1)OCC | . | . | 40
Cc1cc(C)n(CCCNCC(O)c2ccccc2)n1 (configuration not stated) | 0.77 | 0.1 | 38
O=C(NC(=S)N1CCCCC1)c1cccs1 | 0.05 | -0.47 | 13
COc1cccc(-c2nc(CS(=O)(=O)CC(=O)NCCCOC(C)C)c(C)o2)c1 | 1.2 | 1.4 | -69
COC(=O)c1sc(NC(=O)c2oc3ccccc3c2C)nc1C | 0.75 | 2.6 | 57
Cc1cccc(CCNc2nc3ccccc3n3nnnc23)c1 | -0.83 | -0.89 | 21
Cc1ccc2[nH]c(=O)c(CN(Cc3cccnc3)C(=O)c3ccncc3)cc2c1 | 1.2 | -0.72 | .
CCCCC(=O)Nc1ccc(NC(=O)c2ccccc2OC)cn1 | -0.42 | -0.57 | 0
CCOC(=O)c1nnc2cc(-c3ccc(Br)cc3)nn2c1C | -0.02 | 2.6 | -14

Random excerpt: 2 compounds from above.
SMILES | SDO1 yeast rescue | SDO1 yeast rescue Rescue 24 h | INS promoter inh
COC(=O)c1ccc(N2CCOCC2)c(NC(=O)Nc2cccc(OC)c2)c1 | 0.76 | 0.43 | .
COc1cccc(-c2nc(CS(=O)(=O)CC(=O)NCCCOC(C)C)c(C)o2)c1 | 1.2 | 1.4 | -69

(continued)
SMILES | SDO1 yeast rescue | SDO1 yeast rescue Rescue 24 h | INS promoter inh
CCOC(=O)CC1COc2ccccc2N1C(=O)c1ccc(C)cc1 (configuration not stated) | 0.15 | 0.21 | 19
Cc1nnc(N/N=C\c2ccc(-c3ccccc3[N+](=O)[O-])o2)n1N | 0.01 | -1.1 | 29
CCCCc1nc2ccccc2c(NC(=O)CN2CCCC2)c1CCC | 0.1 | 0.08 | -254
Cc1cccc(N/N=C(\C#N)S(=O)(=O)C(C)(C)C)c1 | . | . | 91*
O=C(COc1ccc(/C=N/NS(=O)(=O)c2ccccc2)cc1)NCCc1ccccc1 | -0.04 | -1 | 0
CCC(c1nnnn1CC1CCCO1)N(CCCO)Cc1cc2cccc(C)c2[nH]c1=O (configuration not stated) | -0.12 | 0.09 | -22
Cc1nn(C(C)C(=O)O)c2ccccc12 (configuration not stated) | 0.9 | -0.19 | .
O=c1[nH]n(-c2ccc(F)cc2)c2ncccc12 | -0.99 | -0.81 | -21
CCCCNc1cc(F)nc(N)n1 | . | . | 6
Cc1ccc(C(=O)C2=C(O)C(=O)N(c3ncccn3)C2c2ccc(Cl)cc2)o1 (configuration not stated) | 0.63 | 1.1 | 80*
COc1ccc(C)cc1S(=O)(=O)Nc1cccc(Cl)c1Cl | -1.6 | -1.5 | 0
Cc1ccccc1C1C(C#N)=C2N=C(N)c3c(sc4c3CCCCC4)N2C2=C1C(=O)CC(C)(C)C2 (configuration not stated) | 0.24 | 0.7 | .

One compound at a time (already shown). Order of values: SDO1 yeast rescue	SDO1 yeast rescue Rescue 24 h	INS promoter inh
CCCCC(=O)Nc1ccc(NC(=O)c2ccccc2OC)cn1 across the screens: -0.42	-0.57	0
O=c1[nH]n(-c2ccc(F)cc2)c2ncccc12 across the screens: -0.99	-0.81	-21
O=C(CCN1C(=O)C2C3C=CC(C3)C2C1=O)NCC1CCCO1 (configuration not stated) across the screens: 0.06	-0.39	46
CCOC(CNC(=O)c1ccc(CNC(=O)c2ccc(OC)c(OC)c2)cc1)OCC across the screens: .	.	40
Cc1cccc(N/N=C(\C#N)S(=O)(=O)C(C)(C)C)c1 across the screens: .	.	91*

Further records
SMILES | SDO1 yeast rescue | SDO1 yeast rescue Rescue 24 h | INS promoter inh
Cc1nnc(NCCc2ccccc2)[nH]c1=O | 0.17 | -0.26 | .
Cc1cccc[n+]1CC(=O)Nc1cccc([N+](=O)[O-])c1 | . | . | -20
COC(=O)c1ccc(CN2C(=O)NC3(CCC(C)CC3)C2=O)o1 (configuration not stated) | 2.2 | 1.5 | -29
CCOc1c2ccc(C(=O)NCCc3ccc(C)cc3)cc2nn1CC | -0.96 | -1.1 | .
CCN(CC)c1ccc(NC(=O)OC)cc1 | -0.06 | -0.28 | -86
COc1ccc(C(=O)O)cc1F | 1.5 | 2.7 | 79*
C=C(C)C1CC=C(C)/C(=N\NC(=O)CNc2ccccc2OC)C1 (configuration not stated) | -0.91 | 0.53 | -84
COc1ccc(C)cc1NC(=O)C1CC(=O)OC12CCCCC2 (configuration not stated) | 1.1 | 1.1 | -45
Cc1cc2c(c(=O)n1CCc1ccccc1)C(c1ccco1)C(C#N)=C(N)O2 (configuration not stated) | -0.35 | -0.09 | 31
Cc1ccccc1NC(=O)C(=O)N/N=C/c1cccc(Br)c1 | -0.77 | 0.56 | -79
CCOc1ccc(Nc2nc(C)cc(C)c2C#N)cc1 | 0.26 | -0.68 | 31
COc1ccccc1CC1(C)NC(=O)N(CC(=O)Nc2cc(C)on2)C1=O (configuration not stated) | 2 | 2.5 | -72

By substructure, the entries above containing an NH in an aromatic ring.
SMILES | SDO1 yeast rescue | SDO1 yeast rescue Rescue 24 h | INS promoter inh
Cc1ccc2[nH]c(=O)c(CN(Cc3cccnc3)C(=O)c3ccncc3)cc2c1 | 1.2 | -0.72 | .
CCC(c1nnnn1CC1CCCO1)N(CCCO)Cc1cc2cccc(C)c2[nH]c1=O (configuration not stated) | -0.12 | 0.09 | -22
O=c1[nH]n(-c2ccc(F)cc2)c2ncccc12 | -0.99 | -0.81 | -21
Cc1nnc(NCCc2ccccc2)[nH]c1=O | 0.17 | -0.26 | .

Next part
SMILES | SDO1 yeast rescue | SDO1 yeast rescue Rescue 24 h | INS promoter inh
COc1ccc(NC(C)=O)cc1NC(=O)CSc1nnc(-c2cccnc2)n1C | 0.86 | 0.18 | 35
CCCc1cc(=O)[nH]c(SCC(=O)N(CC)C2CCS(=O)(=O)C2)n1 (configuration not stated) | -0.27 | -1 | -86
CCOCCCNCC(=O)N1CCN(S(=O)(=O)c2ccc(C)cc2)CC1 | -0.97 | -1.3 | -337
NS(=O)(=O)c1cccc(NC(=O)CNC(=O)CC23CC4CC(CC(C4)C2)C3)c1 | . | . | 7
Cc1nc2ccccc2n1C1CC(=O)N(N(C)C)C1=O (configuration not stated) | 1 | 1.3 | 50
CN(C)CC1CCCCC1OC(=O)c1ccc(Cl)cc1 (configuration not stated) | 2.7 | 3.7 | .
O=C(Nc1nnc(-c2ccco2)o1)c1ccc(N2C(=O)CCC2=O)cc1 | . | . | 42
Cc1ccc(CNC(=O)c2nc3nc(C)cc(C)n3n2)cc1 | 0.96 | 0.72 | -21
COc1ccc(CC(=O)Nc2cccc(C(=O)Nc3ccccc3C(=O)O)c2)cc1OC | 0.89 | 0.47 | 10
Brc1ccc(Oc2ncc(CN3CCN(c4ccccc4)CC3)s2)cc1 | -1.4 | -0.8 | -51
COCc1cc(C)nc(Nc2ccc(C)cc2C)c1C#N | 0.34 | 0.39 | -5
O=C(Cc1cc(C(=O)O)c2ccccc2n1)Nc1ccccc1 | . | . | 12

Four structures from above, arranged by number of heavy atoms, low to high:
SMILES | SDO1 yeast rescue | SDO1 yeast rescue Rescue 24 h | INS promoter inh
Cc1cccc(CCNc2nc3ccccc3n3nnnc23)c1 | -0.83 | -0.89 | 21
Cc1nnc(N/N=C\c2ccc(-c3ccccc3[N+](=O)[O-])o2)n1N | 0.01 | -1.1 | 29
COc1ccccc1CC1(C)NC(=O)N(CC(=O)Nc2cc(C)on2)C1=O (configuration not stated) | 2 | 2.5 | -72
COc1ccc(NC(C)=O)cc1NC(=O)CSc1nnc(-c2cccnc2)n1C | 0.86 | 0.18 | 35

The list continues.
SMILES | SDO1 yeast rescue | SDO1 yeast rescue Rescue 24 h | INS promoter inh
Cc1cc(-c2ccccc2)nc(Oc2cccc(C(F)(F)F)c2)c1S(C)(=O)=O | -0.04 | 0.57 | -30
Cc1ccc(C(=O)COC(=O)CCC(=O)NC2CCCCC2)cc1C | 8.2* | 4.3* | -10
COc1cccc(NC(=O)C(=O)NCCCn2ccnc2)c1 | . | . | -65
O=C(c1cc(-n2cnnc2)ccc1Cl)N1CCN(c2nc(-c3ccccc3)cs2)CC1 | -0.17 | -0.3 | 15
COC(=O)CN(n1cnnc1)S(=O)(=O)c1ccc(C)cc1 | 1.1 | 1.5 | -46
CCOc1ccc(NS(=O)(=O)c2ccc(OCC(=O)N3CCCC3)cc2)cc1 | 0.97 | 1.4 | -15
CCOC(=O)c1[nH]c2cc3c(cc2c1NC(=O)CN1CC(C)CC(C)C1)OCO3 (configuration not stated) | -1.1 | -1.3 | 43
CCOC(=O)c1cccc(-n2c(C)cc(C=O)c2C)c1 | 0.68 | 0.62 | -26
CCCn1nnnc1NC(=O)COc1ccc(Cl)c(C)c1 | 0.52 | 0.5 | -3
COC(=O)C1(c2ccccc2)NC(c2cccs2)C2C(=O)N(C)C(=O)C21 (configuration not stated) | -0.02 | -0.78 | -26
O=C(NC(=S)NCCc1ccc(Cl)cc1)c1ccco1 | -1.2 | -0.55 | -77
O=C(Nc1cccc(C(F)(F)F)c1)N1CCN(C(=O)Nc2cccc(C(F)(F)F)c2)CC1 | 0.37 | 0.6 | -44
c1cncc(-c2csc(NCc3ccco3)n2)c1 | 0.98 | -0.27 | -52
